Compound activity as filed in PubChem BioAssay.
PLC-beta3 inh: inhibitors of human phospholipase C beta3 | Q01970 | Purified PLC-beta3, fluorogenic substrate, fluorescence | inhibition, % at 12.2 µM | 370,000 compounds, 0.18% hits | AID 720704; in the data active = inhibition above about 11%;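 note: 0% = median of compound wells on plate and 100% = full blocker control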
Target sequence (Q01970 whole entry, looked up): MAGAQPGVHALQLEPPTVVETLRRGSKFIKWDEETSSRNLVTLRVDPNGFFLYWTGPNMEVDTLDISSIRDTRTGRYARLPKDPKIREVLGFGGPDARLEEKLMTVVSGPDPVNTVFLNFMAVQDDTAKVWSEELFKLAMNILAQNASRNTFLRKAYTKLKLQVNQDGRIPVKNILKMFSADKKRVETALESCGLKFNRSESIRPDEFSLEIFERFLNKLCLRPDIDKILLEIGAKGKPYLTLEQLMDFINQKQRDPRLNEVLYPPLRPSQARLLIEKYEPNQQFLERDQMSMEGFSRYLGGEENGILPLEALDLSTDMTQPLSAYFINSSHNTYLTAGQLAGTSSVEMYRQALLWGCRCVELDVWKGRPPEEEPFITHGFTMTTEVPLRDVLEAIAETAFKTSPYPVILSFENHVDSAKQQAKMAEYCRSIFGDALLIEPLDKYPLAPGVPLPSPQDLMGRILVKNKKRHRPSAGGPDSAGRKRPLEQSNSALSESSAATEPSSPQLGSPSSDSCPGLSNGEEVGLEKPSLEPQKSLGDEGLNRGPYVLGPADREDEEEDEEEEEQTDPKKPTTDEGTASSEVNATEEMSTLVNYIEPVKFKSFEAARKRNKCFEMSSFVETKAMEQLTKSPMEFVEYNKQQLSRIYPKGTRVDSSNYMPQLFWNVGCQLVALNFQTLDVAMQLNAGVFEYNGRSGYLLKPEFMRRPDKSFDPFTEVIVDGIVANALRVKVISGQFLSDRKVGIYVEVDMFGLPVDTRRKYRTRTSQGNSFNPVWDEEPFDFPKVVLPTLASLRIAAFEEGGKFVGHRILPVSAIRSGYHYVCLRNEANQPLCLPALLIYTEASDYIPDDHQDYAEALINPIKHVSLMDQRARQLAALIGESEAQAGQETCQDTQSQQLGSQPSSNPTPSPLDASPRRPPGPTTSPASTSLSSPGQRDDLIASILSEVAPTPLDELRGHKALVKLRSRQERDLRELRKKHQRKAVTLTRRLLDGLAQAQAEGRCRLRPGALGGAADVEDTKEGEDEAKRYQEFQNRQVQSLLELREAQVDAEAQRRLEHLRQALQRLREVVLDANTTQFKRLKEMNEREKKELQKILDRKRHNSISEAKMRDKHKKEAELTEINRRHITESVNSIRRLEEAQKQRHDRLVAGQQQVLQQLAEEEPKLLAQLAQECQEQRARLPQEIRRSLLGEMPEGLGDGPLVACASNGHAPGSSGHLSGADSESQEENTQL
DAX1 inh-1: DAX1 (NR0B1) inhibition, primary screen; inhibition, % at 6.8 µM; 370,000 compounds, 1.1% hits; HEK293T StAR-luciferase reporter, SF-1/DAX-1 repression relief; AID 652010;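 active = inhibition above the mean over all tested compounds plus 3 SD, cut at about 3.6% in these data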;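 note: 0% = DAX-1 cells with DMSO and 100% = cells lacking DAX-1 with DMSO; higher inhibition means more luminescence from relief of DAX-1 repression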
ssDAF-12 act: activators of S. stercoralis DAF-12 nuclear receptor. HEK293 ssDAF-12/GRIP1 lit1-tk-luc reporter, luminescence; % of 3 µM dafachronic acid response. activation, % at 6.8 µM. 370,000 compounds, 1% hits. AID 652126;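 active = activation above the mean over all tested compounds plus 3 SD, cut at about 0.9% in these data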;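 note: 0% = DMSO-only wells and 100% = 3 µM delta7-dafachronic acid wells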
SMARCA2 act: SMARCA2 function activation, primary screen. MG213 cells, MMTV-luciferase reporter, dexamethasone, overnight. activation, % at 9.1 µM. 370,000 compounds, 1% hits; in the data active = activation above about 7.8%;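 note: 0% = vehicle wells and 100% = reference activator wells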
hcDAF12 agonist: activators of H. contortus DAF-12 nuclear receptor | activation, % at 6.8 µM | AID 652067 | HEK293 hcDAF-12 lit1-tk-luc reporter, luminescence; 0% DMSO, 100% Δ7-dafachronic acid | 370,000 compounds, 1.4% hits;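 active = activation above the mean of all tested compounds plus 3 SD, cut at about 5.5% in these data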;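 note: 100% = response to 3 µM Δ7-dafachronic acid high control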
NR1D1 modulator: modulators of human Rev-erb alpha DNA binding | P20393 | Rev-erbα–FITC-DNA binding, fluorescence polarization, 90 min | activity, % at 10 µM | 370,000 compounds, 0.79% hits;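 active = activity above about 14%, limit read from the data; passing the limit was not always enough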;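 note: 0% = DMSO wells with 35 nM protein and 100% = DMSO wells with 750 nM protein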
DAX1 inh-2: NR0B1 (DAX1) inhibition; P51843; HEK293 Gal4-DAX1 luciferase reporter, luminescence; inhibition, % at 6.75 µM; 340,000 compounds, 0.99% hits; AID 504766;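 active = inhibition above the mean over all tested compounds plus 3 SD, cut at about 4.2% in these data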;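 note: 0% = DAX1-transfected cells with DMSO and 100% = empty-vector control cells with DMSO; inhibition shows as a rise in luminescence from relieved DAX1 repression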
ADAM17 inh: inhibits human ADAM17. P78536. recombinant ADAM17, EDANS/DABCYL FRET peptide cleavage. inhibition, % at 6.95 µM. 370,000 compounds, 0.83% hits. AID 720648;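 active = inhibition above the mean of compounds lying between control limits plus 3 SD, set per campaign, cut at about 8.5% in these data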;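 note: 0% = DMSO-only wells as the low control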
PLC-gamma1 inh: blocks human PLC-gamma1 enzyme activity; P19174; purified PLC-gamma1, fluorogenic substrate, fluorescence; inhibition, % at 12.2 µM; 370,000 compounds, 0.84% hits; in the data active = inhibition above about 9.5%
MBD2 inh: MBD2-methylated oligo binding inhibition | TR-FRET, MBD2 binding to methylated oligonucleotide | inhibition, % at 4.4 µM | 370,000 compounds, 0.31% hits | AID 686964; in the data active = inhibition above about 13%
hgDAF12 agonist: activates the H. glycines DAF-12 receptor ligand-binding domain | HEK293 GAL4-hgDAF12 UAS-luciferase reporter, agonist luminescence; normalized to butyrate control | activation, % at 6.8 µM | 370,000 compounds, 1.8% hits | AID 687014;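 active = activation above a cutoff set at the mean of all screened compounds plus 3 SD, cut at about 10% in these data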;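 note: 0% = DMSO wells and 100% = sodium butyrate wells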
An asterisk follows results filed as active; i = inactive; . = no result given.

mol,PLC-beta3 inh,DAX1 inh-1,ssDAF-12 act,SMARCA2 act,hcDAF12 agonist,NR1D1 modulator,DAX1 inh-2,ADAM17 inh,PLC-gamma1 inh,MBD2 inh,hgDAF12 agonist
O=C(OCC(=O)N1CCCCC1)c1n[nH]c(=O)c2ccccc12,-9.5,0.2,-1.1,-1.2,0.2,-1.0,0.6,5.8,-1.3,-3.3,2.7
O=C(Nc1ccccc1-c1ccccc1)C1CCCC1,0.5,0.2,-1.3,-3.1,-0.7,-3.9,2.2,1.2,5.9,-4.2,-3.7
COc1cc2[nH]c(C(=O)N(C)C3CCS(=O)(=O)C3)cc2c(OC)c1OC (stereo unspecified),-46.0,0.5,-0.6,-1.7,-0.9,-1.2,1.0,-4.6,-27.2,7.9,0.9
COc1cc(/C=C/C(=O)O)cc(S(=O)(=O)Nc2ccc3c(c2)CCC3)c1OC,-10.4,0.1,-0.9,-2.1,-1.4,3.5,0.4,-5.3,-0.8,3.9,-0.1
COC(=O)CCc1c(C)c(C(=O)c2cccc(OC)c2OC)c2ccccn12,-6.6,0.1,-1.0,-3.1,-1.1,-3.1,0.3,0.8,-2.4,-0.1,-1.2
O=C(COC(=O)c1cc[n+]([O-])cc1)Nc1ccc(Br)cc1,-9.4,-0.8,-0.2,-2.0,1.0,3.7,0.1,-2.6,0.4,-5.6,-0.5
C[C@H](Nc1ccc(C(F)(F)F)cc1[N+](=O)[O-])C(=O)O,-8.5,-0.2,-0.8,3.7,1.2,-2.4,0.4,-3.4,-1.1,-2.7,0.7
Cn1c(=O)c2[nH]c(CCc3ccncc3)nc2n(C)c1=O,0.1,0.3,-1.2,-1.4,2.4,9.4,0.6,-7.2,-3.2,1.0,-0.9
N#Cc1ccc(C(=O)OCC(=O)N2CCCCCC2)cc1,-3.7,1.3,-0.7,-2.4,0.8,4.3,0.5,5.4,3.4,-4.7,-1.0
CCOC(=O)C1=C(CSc2nc(-c3ccccc3)ccc2C#N)OC(N)=C(C#N)C1c1ccccc1 (stereo unspecified),i,0.6,0.3,3.7,2.4,1.1,2.6,-159.7,i,2.0,2.0
O=C(Nc1ccc2ccccc2n1)Nc1cccs1,-5.2,0.6,-1.1,7.1,-0.6,-5.2,1.1,-0.6,1.3,0.0,-0.4
COC(=O)c1sc(NC(=O)COc2ccccc2)nc1C,2.2,1.0,-0.3,4.1,2.0,-1.8,1.1,0.6,1.9,3.5,9.9

3 of the entries above in order of their number in ADAM17 inh, smallest number first:
Structure | PLC-beta3 inh | DAX1 inh-1 | ssDAF-12 act | SMARCA2 act | hcDAF12 agonist | NR1D1 modulator | DAX1 inh-2 | ADAM17 inh | PLC-gamma1 inh | MBD2 inh
COc1cc2[nH]c(C(=O)N(C)C3CCS(=O)(=O)C3)cc2c(OC)c1OC (stereo unspecified) | -46.0 | 0.5 | -0.6 | -1.7 | -0.9 | -1.2 | 1.0 | -4.6 | -27.2 | 7.9
C[C@H](Nc1ccc(C(F)(F)F)cc1[N+](=O)[O-])C(=O)O | -8.5 | -0.2 | -0.8 | 3.7 | 1.2 | -2.4 | 0.4 | -3.4 | -1.1 | -2.7
COC(=O)c1sc(NC(=O)COc2ccccc2)nc1C | 2.2 | 1.0 | -0.3 | 4.1 | 2.0 | -1.8 | 1.1 | 0.6 | 1.9 | 3.5

The listing continues.
mol,PLC-beta3 inh,DAX1 inh-1,ssDAF-12 act,SMARCA2 act,hcDAF12 agonist,NR1D1 modulator,DAX1 inh-2,ADAM17 inh,PLC-gamma1 inh,MBD2 inh,hgDAF12 agonist
Cc1cc2c(cc1C)NC(=O)CC(C(F)(F)C(F)(F)C(F)(F)F)=N2,-5.4,-0.3,-0.6,-0.2,-1.7,1.0,4.7*,-1.6,-3.9,-0.7,1.5
C=C1CCN([C@@H](CC(C)C)C(=O)NN2CCOCC2)S(=O)(=O)c2ccccc21,1.4,0.2,-1.3,0.5,0.2,-1.4,2.0,-2.5,2.0,0.3,-1.7
CCCOc1ccc(OCCSc2nnc(N)s2)cc1,1.2,0.2,-0.7,-1.0,0.4,-2.1,-0.3,3.5,0.4,2.5,4.7
CC(O)[C@H]1CNC(=O)C(=O)N1CC(C)(C)C (stereo partly specified),0.2,0.0,-0.8,0.3,1.9,-3.7,1.0,-1.9,1.4,-5.5,0.3
CCOC(=O)[C@@]12CCCC=C1N(CCc1ccc(Cl)cc1)C(=O)[C@H]2CC(=O)N1CCSCC1,-1.4,-2.4,-0.9,-1.9,-4.8,-3.7,.,2.5,3.7,-1.8,-2.8
CN(CC(=O)Nc1c(Cl)cccc1Cl)C(=O)CCc1nc2sc3c(c2c(=O)[nH]1)CCCC3,-25.8,-0.8,-1.0,-3.5,-0.5,3.8,0.0,-7.9,-16.0,-4.3,0.2
CC(C)(C)CN1C(N)=NC[C@@H]1Cc1ccccc1,-0.2,0.3,-1.7,-1.4,-1.3,-4.7,-0.4,-6.2,1.2,3.2,-1.4
CCOc1ccc(-c2cc(C(=O)NCCCN3CCN(CC)CC3)c3ccccc3n2)cc1,i,0.5,-1.7,2.3,-0.1,3.0,-0.4,-384.8,i,-4.8,4.0
S=C1NCN(Cc2cccnc2)CN1c1cccc(Cl)c1,-5.2,-0.1,-1.6,-1.6,-0.9,-0.1,2.3,-3.4,1.4,4.1,0.0
CCOC(=O)c1ccc(-n2c(CN3CCN(CC)CC3)nc3ccc([N+](=O)[O-])cc3c2=O)cc1,-3.2,-0.7,-0.3,7.9*,-0.7,1.7,-0.3,4.2,2.9,-6.3,-1.8
Cc1ccc(N2CC(C(=O)Nc3cccc(S(=O)(=O)N4CCOCC4)c3)CC2=O)cc1 (stereo unspecified),3.8,-0.2,-1.2,2.7,1.1,-1.8,0.1,2.5,5.8,0.6,-2.9
O=C(NCC(=O)N1CCN(C/C=C/c2ccccc2)CC1)c1ccc(Br)cc1,-5.6,-0.9,-1.2,-3.4,-2.7,-0.4,1.0,-1.4,-3.7,-3.9,-1.8
CCN=C1S/C(=C/c2ccc(-c3ccc(Cl)cc3C(=O)O)o2)C(=O)N1CC,-77.0,-0.1,-0.6,2.7,-0.8,2.6,-0.2,-3.3,-48.5,6.7,0.3
Cc1cc2oc(=O)cc(CN3CCc4ccccc43)c2cc1Cl,-12.6,-0.6,0.6,-1.3,1.9,1.1,2.2,0.7,-10.0,-1.9,1.0
COc1ccccc1C(=O)NCCC(=O)Nc1ccncc1,-1.9,-0.8,-1.7,-2.3,-2.0,2.5,1.4,-1.6,-1.0,-0.2,2.1
COC(=O)c1ccc(C(=O)OC)c(NC(=S)N2CCC(C)CC2)c1,-202.8,-0.5,-1.7,-3.0,-1.7,7.6,0.4,-209.5,-204.0,1.6,-1.1
COc1cc(C(=O)N/N=C(\C)c2ccc(NC(=O)Cc3ccccc3)cc2)ccc1O,-5.8,6.9*,1.1*,2.8,4.3,4.2,1.2,3.1,0.7,-2.6,7.6
CNC(=O)[C@@]1(Cc2ccccc2)C=C[C@@H](C)N1C(C)=O,-2.3,0.2,-1.3,1.2,1.8,4.8,1.1,-4.8,0.0,3.7,0.6
O=C(NC1CCCCC1)c1cc(-c2ccccc2O)on1,-4.4,2.1,0.2,0.5,0.7,-1.2,2.6,5.8,-4.6,-3.2,13.4*
O=C(Nc1ccc(N2CCCC2=O)cc1)c1cccc(F)c1,1.1,1.1,-1.0,4.7,0.3,-1.4,1.4,-4.0,-1.3,0.4,10.8*
CCCn1nnnc1NCc1ccccc1Cl,-7.2,-0.3,-0.7,-2.5,-1.1,-6.3,1.7,-1.4,-1.8,1.0,1.1
CCN(c1ccc(NC(=O)COC(=O)C2CCN(c3ccc(C(F)(F)F)cn3)CC2)cc1)C(C)C,-3.4,3.2,-1.5,-1.1,-0.2,-3.0,0.1,8.9*,0.1,-3.1,-0.2
CC1CCc2c(sc3ncn(CC(=O)N4CCCCC4)c(=O)c23)C1 (stereo unspecified),4.8,0.1,-0.9,-1.3,-0.7,-0.9,1.2,3.2,-0.1,-3.2,1.6
O=C(COc1ccccc1Cl)NCCC1=CCCCC1,5.5,1.1,-1.3,1.4,-2.5,0.8,-1.1,3.2,2.3,0.5,-1.3
Cc1c(CC(=O)NCC(=O)NCC(=O)O)c(=O)oc2cc3c(cc12)CCC(C)(C)O3,-222.9,-0.2,-0.9,0.9,1.6,-2.0,0.6,i,-159.0,-3.3,-0.6
CC(NC(=O)/C(C#N)=C/c1cn[nH]c1-c1ccccc1)c1ccccc1 (stereo unspecified),-2.4,-1.1,-0.4,-0.5,0.2,5.2,-0.1,1.2,3.3,3.7,0.3
C/C(=C\C(=O)c1cccnc1)Nc1ccc(C(=O)O)cc1,-2.9,0.1,-1.3,6.1,-0.1,2.7,0.1,-0.9,0.2,3.7,1.7
CCCCOC(=O)c1nnc(-c2ccc(Cl)cc2)o1,-1.5,0.5,-1.4,-4.4,0.0,-2.7,0.4,-2.3,0.7,-1.7,2.0
COc1ccccc1NS(=O)(=O)c1ccc(C)c(C(=O)NCC(c2ccco2)N(C)C)c1 (stereo unspecified),-4.5,0.4,-1.1,-0.2,0.2,4.0,-0.4,-4.3,-0.4,-4.9,2.6
S=C(S)OC1CC2CC1C1CCCC21 (stereo unspecified),3.4,1.1,-1.2,-2.0,-1.7,1.7,-0.7,-1.9,7.0,-3.3,0.1
Brc1ccc2c(c1)C(c1ccc(N3CCOCC3)cc1)=NNC(c1cccs1)=N2,-51.0,0.0,-1.2,-4.7,-0.1,3.4,-0.4,-0.9,-40.5,0.8,3.4
Cc1c(CCOC(=O)C23CC4CC(CC(C)(C4)C2)C3)sc[n+]1CC(=O)c1ccccc1,2.1,0.0,-0.5,2.7,0.0,-1.9,0.3,1.1,12.1*,-0.7,2.0
COc1ccc(NC(=O)c2cccc(S(=O)(=O)N3CCCCC3)c2)c(OC)c1,1.0,-0.1,-1.5,-4.5,-3.8,-1.8,-0.5,0.3,3.7,-3.3,-2.1
COc1ccc(C2CC(C(F)(F)F)n3nc(C(=O)NCCN4CCOCC4)cc3N2)cc1 (stereo unspecified),0.4,0.3,-1.2,-0.2,-0.9,-0.6,0.3,-0.7,1.2,0.8,-1.5
COc1cc(-c2[nH]ncc2CN2CCCC2c2nonc2C)cc(OC)c1OC (stereo unspecified),2.9,0.1,-0.2,-0.5,-0.8,4.3,1.1,0.1,-0.7,1.9,3.2
COc1ccc(C(C#N)N2N=C(C)CC2(C)C)cc1 (stereo unspecified),0.1,0.1,-1.5,-2.1,-1.5,-1.4,1.8,-4.7,-0.2,2.7,-2.0
N/C(CN1CCCCC1)=N\S(=O)(=O)c1cc(Cl)cc(Cl)c1,-2.6,0.9,-1.3,-4.4,1.2,6.7,3.1,-2.2,9.2,-1.7,0.2
COC(=O)[C@]12C=CCN1[C@@H](c1ccc(Cl)cc1)c1c(c3ccccc3n1S(=O)(=O)c1ccc(C)cc1)C2,-59.5,-0.2,-0.2,-5.0,0.5,-1.9,.,-14.6,-66.6,-2.9,5.0
CC(C)(C)c1ccc(C(=O)Nc2cccc3c(=O)[nH][nH]c(=O)c23)cc1,i,-1.6,-2.3,-3.8,-4.1,-1.9,-3.7,-77.0,i,-5.7,-8.7
CCNc1oc(COc2cccc(C)c2)nc1C#N,0.2,1.4,0.1,-2.5,0.9,1.4,-0.6,0.0,2.2,6.7,3.6
